# ULK1 primary: blocks human autophagy kinase ULK1. O75385. AlphaScreen Atg13 phosphorylation by ULK1, luminescence. inhibition, % at 5.96 µM. 30,000 compounds, 1.9% hits; in the data active means inhibition above about 43%;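 further: 0% = median of compound wells and 100% = no enzyme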
# Target sequence (O75385 whole entry, looked up): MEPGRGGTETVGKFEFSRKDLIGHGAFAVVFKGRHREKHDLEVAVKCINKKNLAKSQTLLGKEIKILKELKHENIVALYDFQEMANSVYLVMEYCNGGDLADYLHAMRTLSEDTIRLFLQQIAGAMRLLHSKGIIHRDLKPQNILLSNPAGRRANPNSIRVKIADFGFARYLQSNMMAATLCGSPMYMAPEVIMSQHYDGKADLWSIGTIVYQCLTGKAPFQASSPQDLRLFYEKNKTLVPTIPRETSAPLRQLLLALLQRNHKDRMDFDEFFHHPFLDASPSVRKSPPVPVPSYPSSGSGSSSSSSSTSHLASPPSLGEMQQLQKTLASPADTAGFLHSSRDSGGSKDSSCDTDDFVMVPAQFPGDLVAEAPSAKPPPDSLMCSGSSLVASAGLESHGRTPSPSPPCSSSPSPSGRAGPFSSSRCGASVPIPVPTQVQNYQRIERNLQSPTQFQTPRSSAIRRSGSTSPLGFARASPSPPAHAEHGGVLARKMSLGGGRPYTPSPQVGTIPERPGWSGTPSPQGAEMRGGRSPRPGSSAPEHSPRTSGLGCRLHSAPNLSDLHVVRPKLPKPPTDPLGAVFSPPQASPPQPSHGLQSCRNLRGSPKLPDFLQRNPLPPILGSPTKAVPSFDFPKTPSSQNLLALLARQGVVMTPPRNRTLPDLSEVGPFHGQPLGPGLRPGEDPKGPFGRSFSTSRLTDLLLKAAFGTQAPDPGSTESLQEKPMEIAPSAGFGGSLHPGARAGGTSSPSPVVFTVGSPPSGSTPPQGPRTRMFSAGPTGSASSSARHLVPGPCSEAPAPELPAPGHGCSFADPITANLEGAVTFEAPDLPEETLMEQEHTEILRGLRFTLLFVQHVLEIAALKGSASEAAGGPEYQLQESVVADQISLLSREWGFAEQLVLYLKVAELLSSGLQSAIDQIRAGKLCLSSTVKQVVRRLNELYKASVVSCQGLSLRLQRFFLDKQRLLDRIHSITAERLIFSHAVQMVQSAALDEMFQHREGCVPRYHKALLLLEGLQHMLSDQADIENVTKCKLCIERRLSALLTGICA
# ASK1 primary: human ASK1 kinase inhibition, primary screen; Q99683; AlphaScreen MKK6 phosphorylation by ASK1, luminescence; inhibition, % at 7.44 µM; 22,000 compounds, 0.99% hits; in the data active means inhibition above about 35%;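 further: 0% = median of compound wells and 100% = no enzyme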
# * = called active by the depositor; x = not tested or not shown.
SMILES,ULK1 primary,ASK1 primary
O=C(Nc1ccc2[nH]ncc2c1)[C@H]1CCN(C(=O)[C@@H](O)CSc2ccc(Br)cc2)C1,5.1,-20.7
Cc1cc(NCc2nc3ccccc3[nH]2)nc(-c2ccc(N3CCOCC3)nc2)n1,-0.8,9.9
O=C(NCc1nc2ccccc2[nH]1)c1csc(Nc2ccc(C(F)(F)F)cc2)n1,0.9,20.9
OCC1CCCN1c1nccc(Nc2ccc3c(c2)OCO3)n1 (stereo unspecified),-23.0,-17.9
CN(C)c1cccc(Nc2ccc(N3CCC(C(=O)NCc4ccccc4)CC3)nn2)c1,10.0,15.3
COc1cc(Nc2nc(NCCCN3CCCC3=O)c3[nH]cnc3n2)cc(OC)c1OC,74.3*,-32.5
c1ccc(Nc2nc(-c3ccc(N4CCOCC4)nc3)nc3c2ncn3-c2ccccc2)cc1,3.3,-2.4
Cc1nn(C)c(C)c1-c1nccc(NC2CC2)n1,2.0,-5.2
COc1nc(Nc2ccc(NC(C)=O)cc2)nc(-c2ccc(C(=O)NC3CC3)cc2)n1,10.8,-1.2
COc1cc(Nc2ccc(N3CCC(C(=O)NCCc4ccc(O)cc4)CC3)nn2)cc(OC)c1OC,5.3,-2.7
O=C([C@H]1CCCN1)N1CCN(c2ccc3[nH]ncc3c2)CC1,-8.7,-17.1
CCCN1CCC2(CC1)NC(=O)N(CC(=O)Nc1cccc(F)c1)C2=O,7.8,x
O=C(NC1CC1)c1ccc(-c2nc(C(=O)NCc3cccnc3)cs2)cc1,14.9,-8.4
Cc1nc(NC2CC2)cc(-c2cncc(-c3ccc(F)cc3)c2)n1,6.0,x
CCNc1nc(NCCOc2ccccc2)c2ncn(Cc3ccc(C(F)(F)F)cc3)c2n1,-12.7,-5.6
CCCNC(=O)c1cnc(-c2ccc(C(N)=O)cc2)s1,1.7,2.8
O=C1CCCN1CCCNc1nc(NC2CCN(Cc3ccccc3)CC2)nc2c1ncn2Cc1ccc(C(F)(F)F)cc1,2.1,0.0
CN(C)c1cccc(Nc2nc(NCCOc3ccccc3)c3ncn(C4CCCCC4)c3n2)c1,-4.2,12.7
O=C(NCCOc1ccccc1)c1cc(N2CCN(Cc3ccc4c(c3)OCO4)CC2)nc2ccccc12,12.2,-2.6
Cc1nc(NC(C)C(=O)O)c2oc3ccccc3c2n1 (stereo unspecified),-12.7,x
COc1ccc(-c2cc(C(=O)Nc3ccc(N4CCOCC4)cc3)ccn2)cc1,15.0,11.5
O=C(Nc1cc(-c2ccncc2)c[nH]c1=O)c1nc2ccccc2s1,26.0,-3.0
c1cc(-c2ccnc(Nc3ccc(-n4ccnn4)cc3)n2)cc(-c2ccn[nH]2)c1,-13.1,31.8
FC(F)(F)c1ccc(Cn2cnc3c(NCCOc4ccccc4)nc(N4CCOCC4)nc32)cc1,27.7,9.3
O=C(Nc1nc(-c2ccncc2)cs1)C1Cc2c(ccc3ccccc23)O1 (stereo unspecified),4.6,-14.2
COc1cc(NC(=O)c2cnc(Nc3ccncn3)s2)cc(OC)c1OC,23.4,27.3
CCCC(CCC)(C(=O)OCC)C(=O)OCC,-11.4,x
Cc1nn(C)c(C)c1-c1nccc(Nc2ccccc2)n1,4.1,-13.2
COc1cc(NC(=O)c2cccc(-n3cc(NC(=O)Cc4cccc(NS(C)(=O)=O)c4)cn3)c2)cc(OC)c1OC,-33.5,10.3
Cc1cc(NC(=O)c2c(F)cccc2F)n(-c2ncnc3c2cnn3-c2cccc(C)c2C)n1,2.7,x
COc1ccc(-c2nc(NCCCN3CCCC3=O)c3ncn(CCN4CCCC4=O)c3n2)cn1,14.0,-8.3
Nc1nc(-c2ccc(C(=O)NC3CC3)cc2)nc2c1ncn2Cc1ccc(C(F)(F)F)cc1,-21.3,-13.0
Cc1noc(C)c1-c1nc(N)c2ncn(-c3ccsc3)c2n1,-2.6,-1.1
FC(F)(F)c1ccc(Cn2cnc3c(Nc4ccc5c(c4)OCO5)nc(Cl)nc32)cc1,-30.9,14.8
CCCCCCOc1ccccc1C(N)=O,0.8,x
CCN(CC)C(=O)C1CCCN(c2nc(Nc3cc(OC)c(OC)c(OC)c3)c3ncn(-c4ccccc4)c3n2)C1 (stereo unspecified),-9.6,23.5
Cc1ccc(S(=O)(=O)n2ccn(C(=O)c3ccccc3Br)c2=O)cc1,10.0,x
CC(C)(C)OC(=O)N1CCC(c2nc3ccncc3c(=O)[nH]2)C1 (stereo unspecified),1.1,-10.5
COc1cccc(CNC(=O)c2[nH]c3cc(-c4cn[nH]c4)ccc3c2CN(C)Cc2ccccc2)c1,3.3,14.1
CCCNc1ccnc(-c2ccc(N3CCN(C)CC3)cc2)n1,-5.3,-7.9
COc1cc(N2CCOCC2)ccc1Nc1ccc(OC)c(Nc2ccccn2)c1,25.6,12.9
O=C(NC1CC1)c1ccc(-c2ccc(C(=O)NC3CCN(Cc4ccccc4)CC3)s2)cc1,4.2,7.4
CS(=O)(=O)Nc1ccc(-c2cnc3cccc(Nc4ncccc4Cl)c3c2)cc1,-8.1,0.5
COc1cc(Nc2nc(NCc3ccc4c(c3)OCO4)nc3c2ncn3-c2ccsc2)cc(OC)c1OC,-18.7,9.2
O=C(Nc1ccc2[nH]ncc2c1)c1cnccc1O[C@H]1CCN(Cc2ccccc2)C1,13.7,-10.8
COc1ccccc1Oc1nc(N)[nH]c(=O)c1Br,7.3,x
CC(=O)Nc1ccc(Nc2nc(-c3c(C)nn(C)c3C)nc3nc[nH]c23)cc1,40.0,3.3
CC(O)CNC(=S)Nc1ccccc1 (stereo unspecified),-1.6,x
FC(F)(F)c1cccc(CNc2cc(N3CCC(N4CCOCC4)CC3)ncn2)c1,-1.1,3.4
Cc1noc(C)c1-c1nc(NCCN2CCOCC2)c2ncn(CCN3CCCC3=O)c2n1,2.1,2.5
COc1cc(OC)nc(Oc2ccccc2C=O)n1,22.7,x
O=c1ccc(-c2ccco2)cn1Cc1ccc(F)cc1Cl,36.5,x
CCN1/C(=C/C=C/C=C/c2sc3ccccc3[n+]2CC)Sc2ccccc21,31.9,x
COc1cccc(CNC(=O)c2cn(-c3cccc(C(F)(F)F)c3)c3cc(-c4cn[nH]c4)ccc23)c1,-37.9,7.1
Nc1nc(Nc2ccccc2F)nc2ccccc12,-5.8,x
O=C(O)CCNC(=O)c1ccccc1,1.4,x
Cc1nc(-c2cncc(-c3ccc(F)cc3)c2)cc(N2CCCCC2)n1,-8.7,x
CNC(=O)c1cc2c(=O)n3cc(C)ccc3nc2n(CCCN2CCOCC2)c1=N,8.4,x
c1cc(-c2ccc3cnc(Nc4ccc(-n5cnc(N6CCOCC6)n5)cc4)nc3c2)c[nH]1,15.3,19.3
CC(C)N(CCNc1nc(-c2ccc(C(N)=O)cc2)nc2c1ncn2C(C)C)C(C)C,-2.1,3.6

# Additional entries
SMILES,ULK1 primary,ASK1 primary
COc1ccc(CCNc2nc(-c3ccc(OC)cc3)nc3c2ncn3Cc2ccc(C(F)(F)F)cc2)cc1,-15.8,-7.2
FC(F)(F)c1cc(-c2ccncc2)cc2[nH]c(C3COc4ccccc4O3)nc12 (stereo unspecified),-1.1,-4.4
O=C(Nc1ccc(-c2cn[nH]c2)cc1)C1Cc2ccccc2O1 (stereo unspecified),-6.2,17.1
Nc1nc(-c2ccc(N3CCOCC3)nc2)nc2c1ncn2CCN1CCCC1=O,2.8,-13.9
O=C(NCCc1ccc(O)cc1)c1cnc(Nc2ccc(N3CCOCC3)cc2)s1,4.9,8.9
NC(C(=O)N1CCN(C(=O)Nc2ccc3[nH]ncc3c2)CC1)c1ccc(Br)cc1 (stereo unspecified),25.5,8.3
OCCN1CCN(Cn2c(=S)n(CN3CCN(CCO)CC3)c3ccccc32)CC1,3.4,x
Cn1c(=O)c2c(n(C)c1=O)n1c(-c3ccc(Cl)cc3)nnc1n2Cc1ccccc1F,10.9,x
c1ccc(Nc2ncnc3nc(N4CCc5ccccc5C4)[nH]c23)cc1,-5.2,9.2
CN(C)c1cccc(Nc2ccc(-n3cc(CC(=O)Nc4ccccc4)c4ccccc43)nn2)c1,14.9,21.7
CC1(C)CC(=O)C(C(C2=C(O)CC(C)(C)CC2=O)c2ccco2)C(=O)C1 (stereo unspecified),16.5,x
CC(=O)c1cccc(-c2nc(C)cc(Nc3ccc(Oc4ccccc4)cc3)n2)c1,-13.6,2.2
OCCNc1nc(NCCN2CCOCC2)nc2c1ncn2-c1ccsc1,-10.3,-7.9
CC(=O)c1cccc(-c2nc(NCc3cccnc3)c3[nH]cnc3n2)c1,54.3*,-1.4
CCNC(=S)N/N=C/c1ccccc1Oc1nc(OC)cc(OC)n1,-4.7,x
CO[C@H]1C[C@H](O[C@H]2[C@H](C)[C@@H](OC3O[C@H](C)C[C@H](N(C)C)[C@H]3O)[C@@H](C)C[C@]3(CO3)C(=O)[C@H](C)[C@@H](O)[C@@H](C)[C@@H](C)OC(=O)[C@@H]2C)O[C@@H](C)[C@@H]1O (stereo partly specified),-0.6,x
c1ccc(-c2cc(NCCCN3CCOCC3)nc(-c3cccnc3)n2)cc1,-8.4,x
COC(=O)c1cc(OC)c(OC)cc1NC(=O)c1c(-c2ccc(OC)cc2)oc2ccc(OC)cc12,-2.2,x
COc1cc(Nc2nc(Nc3cnccn3)nc3c2ncn3-c2ccccc2)cc(OC)c1OC,0.4,-39.5
CC(C)n1cnc2c(NCCO)nc(Nc3cccc(N(C)C)c3)nc21,20.1,13.2

# Seven entries from above, with two lines to a compound.
# Results follow in this order: ULK1 primary | ASK1 primary
Nc1nc(-c2ccc(N3CCOCC3)nc2)nc2c1ncn2CCN1CCCC1=O
  2.8 | -13.9
O=C(NCCc1ccc(O)cc1)c1cnc(Nc2ccc(N3CCOCC3)cc2)s1
  4.9 | 8.9
NC(C(=O)N1CCN(C(=O)Nc2ccc3[nH]ncc3c2)CC1)c1ccc(Br)cc1 (stereo unspecified)
  25.5 | 8.3
OCCN1CCN(Cn2c(=S)n(CN3CCN(CCO)CC3)c3ccccc32)CC1
  3.4 | x
Cn1c(=O)c2c(n(C)c1=O)n1c(-c3ccc(Cl)cc3)nnc1n2Cc1ccccc1F
  10.9 | x
c1ccc(Nc2ncnc3nc(N4CCc5ccccc5C4)[nH]c23)cc1
  -5.2 | 9.2
CN(C)c1cccc(Nc2ccc(-n3cc(CC(=O)Nc4ccccc4)c4ccccc43)nn2)c1
  14.9 | 21.7

# Further records follow.
SMILES,ULK1 primary,ASK1 primary
CCN(Cc1ccccc1)C(=O)Nc1ccc(-c2cn[nH]c2)cc1,4.6,5.5
CN(C)c1cccc(Nc2ncc(C(=O)NCCN3CCOCC3)s2)c1,8.4,3.3
CCOC(=O)C1C(c2ccc(OC)c(OC)c2)NC(=O)NC1(O)C(F)(F)F (stereo unspecified),-4.4,x
CCCNC(=O)c1cccc(Nc2cccnc2)n1,3.6,-29.4
NC(=S)NNC(=O)CCn1c2ccccc2c2ccccc21,-7.3,x
Nc1cccc(-c2nc(NCc3ccccc3)c3ncn(CCN4CCCC4=O)c3n2)c1,-10.3,-14.9
O=C(NC1CCN(Cc2ccccc2)CC1)c1ccc2nc(N3CCCC3CO)sc2c1 (stereo unspecified),0.1,-4.7
FC(F)(F)c1cccc(CNc2ccnc(Nc3ncccn3)n2)c1,-14.3,1.2

# Copied from the entries so far for reference:
SMILES,ULK1 primary,ASK1 primary
CCCNC(=O)c1cccc(Nc2cccnc2)n1,3.6,-29.4
NC(=S)NNC(=O)CCn1c2ccccc2c2ccccc21,-7.3,x
Nc1cccc(-c2nc(NCc3ccccc3)c3ncn(CCN4CCCC4=O)c3n2)c1,-10.3,-14.9
O=C(NC1CCN(Cc2ccccc2)CC1)c1ccc2nc(N3CCCC3CO)sc2c1 (stereo unspecified),0.1,-4.7

# As entered above.
# `CCOC(=O)C1C(c2ccc(OC)c(OC)c2)NC(=O)NC1(O)C(F)(F)F` (stereo unspecified) @ ULK1 primary: -4.4
# `O=C(NC1CCN(Cc2ccccc2)CC1)c1ccc2nc(N3CCCC3CO)sc2c1` (stereo unspecified) @ ULK1 primary: 0.1

# Marked active in ULK1 primary (from the list above):
SMILES,ULK1 primary,ASK1 primary
COc1cc(Nc2nc(NCCCN3CCCC3=O)c3[nH]cnc3n2)cc(OC)c1OC,74.3*,-32.5
CC(=O)c1cccc(-c2nc(NCc3cccnc3)c3[nH]cnc3n2)c1,54.3*,-1.4

# Not a hit list; overall some 3% were active at least once.
